LYPLA1 inh: LYPLA1 inhibitors, primary screen, counter-screen for PME1 inhibitor project, biochemical, fluorescence polarization, FP-Rh probe ABPP; AID 2174, 2009; actives 0.16% (n = 320,000); Acyl-protein thioesterase 1 (Homo sapiens), O75608; inhibition, % at 5.9 µM; recombinant LYPLA1;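 active means inhibition above the mean of all tested compounds plus 3 SD, set per campaign, cut at about 14% in these data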;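 further: inhibitors block serine hydrolase probe labeling of LYPLA1 so polarization falls; 0% = enzyme with DMSO and 100% = wells lacking LYPLA1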
Target sequence (O75608 whole entry, looked up): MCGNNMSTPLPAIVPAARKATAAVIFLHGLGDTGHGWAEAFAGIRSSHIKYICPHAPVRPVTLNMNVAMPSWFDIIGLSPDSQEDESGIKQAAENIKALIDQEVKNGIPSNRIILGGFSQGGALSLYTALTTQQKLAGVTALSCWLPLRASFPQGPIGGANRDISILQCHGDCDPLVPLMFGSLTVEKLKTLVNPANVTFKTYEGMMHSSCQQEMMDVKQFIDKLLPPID
PAFAH2 FP inh: PAFAH2 enzyme inhibitors, primary screen, biochemical, fluorescence polarization, human. inhibition, % at 3.39 µM. recombinant PAFAH2, FP-rhodamine activity probe. actives 0.99% (n = 340,000). Platelet-activating factor acetylhydrolase 2, cytoplasmic (Homo sapiens), Q99487. AID 492956, 2010;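 active means inhibition above the mean over all tested compounds plus 3 SD, cut at about 30% in these data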;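 further: inhibitors block probe labeling of enzyme so polarization drops; 0% = enzyme with DMSO and 100% = wells lacking PAFAH2 protein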
LYPLA2 inh: LYPLA2 inhibitors, primary screen, counter-screen for PME1 inhibitor project, biochemical, fluorescence polarization, FP-Rh probe ABPP; recombinant LYPLA2; AID 2177, 2009; actives 0.38% (n = 320,000); Acyl-protein thioesterase 2 (Homo sapiens), O95372; inhibition, % at 5.9 µM;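 active means inhibition above the screen-wide mean plus 3 SD, limit set per campaign, cut at about 26% in these data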;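 further: 0% = LYPLA2 with DMSO and 100% = wells lacking LYPLA2 enzyme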
Target sequence (O95372 whole entry, looked up): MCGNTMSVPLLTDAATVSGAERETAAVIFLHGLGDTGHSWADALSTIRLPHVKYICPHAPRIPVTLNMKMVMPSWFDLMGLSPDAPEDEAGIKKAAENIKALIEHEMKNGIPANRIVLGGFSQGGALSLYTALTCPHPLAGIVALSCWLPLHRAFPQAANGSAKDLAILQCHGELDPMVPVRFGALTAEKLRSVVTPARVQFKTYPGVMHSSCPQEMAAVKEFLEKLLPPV
PAD4 inh: human PAD4 inhibitors, primary screen, biochemical, fluorescence polarization, 1536-well format | Protein-arginine deiminase type-4 (Homo sapiens), Q9UM07 | recombinant PAD4, RCA probe fluorescence polarization | inhibition, % at 6.36 µM | actives 0.41% (n = 330,000);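 active means percent inhibition above a cutoff equal to the mean of all tested compounds plus 3 SD, cut at about 15% in these data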;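 further: 0% = PAD4 with RCA probe and DMSO and 100% = probe without PAD4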
ZTA DNA inh: ZTA (EBV) inhibition in EBNA-1 counter-screen | P03206 | ZTA-DNA binding, fluorescence polarization | inhibition, % at 11 µM | AID 2234 | actives 0.15% (n = 320,000); in the data active means inhibition above about 33%
PREPL inh: PREPL enzyme inhibitors, primary screen, biochemical, fluorescence polarization | recombinant PREPL, fluorescence polarization activity-based probe | inhibition, % at 5.96 µM | actives 0.68% (n = 320,000) | AID 2751, 2010; in the data active means inhibition above about 43%;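 further: 0% = enzyme with DMSO and 100% = wells lacking enzyme; many of its hits are not listed in these tables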
EBNA-1 inh: EBNA-1 DNA-binding inhibitors, primary screen, biochemical, fluorescence polarization. actives 0.34% (n = 300,000). AID 1950, 2009. inhibition, % at 14.8 µM; in the data active means inhibition above about 28%
GSTO1 inh: inhibitors of recombinant GSTO1, primary screen, counter-screen for RBBP9 inhibitor project, biochemical, fluorescence polarization; Glutathione S-transferase omega-1 (Homo sapiens), P78417; inhibition, % at 5.96 µM; AID 1974, 2009; actives 1.1% (n = 300,000); activity-based probe fluorescence polarization;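 active means inhibition above the campaign mean inhibition plus 3 SD, cut at about 35% in these data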;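 further: 0% = GSTO1-1 with DMSO and 100% = wells lacking GSTO1-1 enzyme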
Target sequence (P78417 whole entry, looked up): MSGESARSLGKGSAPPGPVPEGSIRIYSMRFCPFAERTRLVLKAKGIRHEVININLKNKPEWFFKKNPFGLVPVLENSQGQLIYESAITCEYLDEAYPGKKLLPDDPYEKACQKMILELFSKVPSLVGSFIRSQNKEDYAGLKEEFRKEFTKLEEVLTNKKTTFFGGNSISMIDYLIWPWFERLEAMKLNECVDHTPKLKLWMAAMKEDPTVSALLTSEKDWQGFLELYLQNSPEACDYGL
PAFAH1B3 inh: PAFAH1B3 enzyme inhibitors, primary screen, biochemical, fluorescence polarization, human; recombinant PAFAH1B3, FP-rhodamine probe; actives 0.28% (n = 340,000); Platelet-activating factor acetylhydrolase IB subunit alpha1 (Homo sapiens), Q15102; inhibition, % at 3.39 µM;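 active means inhibition above the screen-wide average of all tested compounds plus 3 SD, cut at about 25% in these data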;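 further: 0% = enzyme with DMSO only and 100% = wells lacking PAFAH1B3 protein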
Target sequence (Q15102 whole entry, looked up): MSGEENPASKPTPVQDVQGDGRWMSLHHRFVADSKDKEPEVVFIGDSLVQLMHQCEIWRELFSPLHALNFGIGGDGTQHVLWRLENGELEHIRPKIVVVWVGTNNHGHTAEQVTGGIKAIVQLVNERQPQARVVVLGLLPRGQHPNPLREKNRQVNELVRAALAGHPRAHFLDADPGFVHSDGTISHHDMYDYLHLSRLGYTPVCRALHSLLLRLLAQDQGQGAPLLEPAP
The depositor's hits bear a star; · = no result given. The list is partial. The share of hits here may be higher or lower than overall.

SMILES	LYPLA1 inh	PAFAH2 FP inh	LYPLA2 inh	PAD4 inh	ZTA DNA inh	PREPL inh	EBNA-1 inh	GSTO1 inh	PAFAH1B3 inh
CCCc1cc(=O)oc2cc(OCC(=O)NCCc3c[nH]c4ccccc34)ccc12	-4	-2	0	-1	6	-24	-7	-1	-1
COc1ccc(CCNC(=O)CCn2c(=O)c3cccn3c3cccnc32)cc1OC	3	6	0	-2	2	5	-2	-1	1
COc1ccc(C)cc1N(CC(=O)N1CCCC1)S(C)(=O)=O	-2	1	-4	-1	5	12	2	7	5
COC(=O)c1sc2nc(SCc3cccc(Cl)c3)n(N)c(=O)c2c1C	-5	-6	4	-3	2	-12	4	-2	12
COc1ccc(N2C(=O)CSC23C(=O)Nc2ccccc23)cc1OC (stereo not drawn)	-1	-4	0	7	1	14	9	-3	5
O=C(NCc1ccccc1)NC1CCCCC1	4	-3	3	-2	3	0	-5	6	3
COc1cccc(-n2c(SCC(=O)Nc3ccc4c(c3)CCC4)nc3ccccc3c2=O)c1	-9	-6	-14	-6	-8	-5	4	-6	0
CCCCC(=O)N1C/C=C\C(c2ccc(OC)cc2)N(Cc2ccc(F)cc2)C(=O)[C@H]1Cc1ccccc1 (stereo partly drawn)	0	-3	3	2	0	36	4	-3	3
COc1ccccc1N(/N=C1\Sc2ccccc2C1=O)C(C)=O	0	4	-3	-15	6	18	3	44*	51*
CC(C)(CNC(=O)c1cccs1)N1CCOCC1	0	-1	-2	-1	-3	4	·	·	7
COc1ccc(CCC(=O)OCC(=O)Nc2ccc3[nH]c(=O)[nH]c3c2)cc1	-4	5	-3	1	0	9	9	-9	4
COC(=O)c1cccc(NC(=O)CCc2c(C)noc2C)c1	-2	0	0	31*	8	1	·	·	14
c1ccc(C(Cc2nc(-c3ccncc3)no2)c2ccccc2)cc1	-2	-2	-3	1	10	-21	11	-5	10
CCOc1cc(N2CCOCC2)c(OCC)cc1NC(=O)C1CC(=O)N(c2ccccc2OCC)C1 (stereo not drawn)	2	-3	4	-2	9	11	·	·	-3
O=C(O)CC1(CC(=O)Nc2ccc3ccccc3c2)CCCCC1	0	5	5	-3	2	24	-3	-40	0
CCN(C(=O)c1cnc(OC)cc1C(F)(F)F)c1ccc(Cl)cc1Cl	0	4	-3	-3	11	12	-3	2	6
C=CCN1C(=O)C2C3C=CC(C2C1=O)C1C2C(=O)N(CC=C)C(=O)C2C31 (stereo not drawn)	0	-4	-1	-6	1	14	-10	11	9
O=S1(=O)N=C(N(CCO)/N=C/C=C/c2ccccc2)c2ccccc21	1	4	1	1	-3	-18	5	-10	9
Clc1ccc(-c2noc(/C=C/c3ccccc3)n2)cc1	0	-1	3	4	-4	-7	-3	5	-2
COCCn1c(=NC(=O)c2ccco2)sc2cc(C(=O)OC)ccc21	-5	2	-3	1	12	6	6	0	10
Cc1cccn2c(CNCCCOc3cccnc3)c(C(=O)N3CCOCC3)nc12	-3	1	-1	-2	-10	22	3	22	10
CCN(CC)CCOC(=O)c1cccc(Br)c1	-9	-1	-2	5	1	6	4	3	0
Cc1c(-c2csc(N)n2)c2ccccc2n1C	-1	-4	-1	-12	10	1	-5	7	5
CCCCc1ccc(/C=C2/C(=O)ON=C2c2ccccc2)s1	-4	-4	-2	0	17	-9	12	-13	-5
Cn1nc(C(=O)OCC(=O)Nc2cc(Cl)ccc2C#N)c2ccccc2c1=O	0	0	-2	2	-1	12	·	·	9
CCCCCCCCCCSc1n[nH]c(N)n1	0	-1	10	-6	11	-6	1	5	1
Cc1csc(NC(=O)c2ccccc2C(=O)O)n1	4	-4	8	0	-7	0	-1	-7	3
Cc1cc(C)c(C)c(S(=O)(=O)Nc2ccccc2C(=O)NN2CCOCC2)c1C	·	-10	·	-1	·	4	·	·	9
CC(NC(=O)c1ccccc1)C(=O)N/N=C/c1cccc([N+](=O)[O-])c1 (stereo not drawn)	3	8	-4	-1	6	-2	-1	5	4
O=[N+]([O-])c1ccc(S(=O)(=O)CC(CN2CCOCC2)N2CCOCC2)cc1 (stereo not drawn)	4	-2	5	-4	8	9	-10	5	4
Clc1ccc(-c2nc(N3CCOCC3)nc3ccccc23)cc1	2	0	2	7	-2	-5	-8	-6	-4
CC(=O)c1ccccc1NC(=O)CCN1C(=O)C2CCCCC2C1=O (stereo not drawn)	·	2	·	-1	·	2	·	·	3
C=C(C)COc1ccc(-c2n[nH]c(C)c2Oc2ccccc2OC)c(O)c1	-8	1	-8	1	-14	12	-1	-5	8
CNC(=S)N/N=C/c1cc(Br)c(OCc2ccncc2)c(OC)c1	2	6	5	5	-1	13	4	-2	-2
COc1ccccc1NC(=O)COc1cc(C)nc(C(C)C)n1	1	0	12	-7	-19	12	-3	11	4
CC(C)(C)NC(=O)NC(=O)COC(=O)C1=COCCO1	0	7	-4	-3	-7	0	1	9	5
CCn1c(C(=O)O)c(CC(=O)N(C)c2ccc(OC)cc2OC)c2ccccc21	-1	-9	2	-2	17	-3	1	1	9
CCC(=O)c1ccc(OCC(=O)NCC2(N3CCCCC3)CCCCC2)cc1	-4	3	1	0	14	24	10	5	6
CCOC(=O)c1ccc(NC(=O)CSc2nnc(CNC(=O)c3c(F)cccc3Cl)o2)cc1	-1	-5	1	-1	-17	13	-1	3	8
CCCCCCC1CC(CSc2ncn[nH]2)OC1=O (stereo not drawn)	-2	0	0	-3	14	2	4	-3	-1
O=C(Nc1ccc(Cl)c(Cl)c1)Nc1nccs1	-37	-16	-45	-9	-1	-12	-8	-78	-5
O=C(O)C1C2C=CC(C2)C1C(=O)Nc1ccccc1Br (stereo not drawn)	-4	2	-1	1	4	0	-8	2	7
COc1ccc(C(=O)NCC(=O)N2CCc3ccccc3C2)cc1	4	-1	14	4	-11	9	-5	-7	4
CCOC(=O)C(CC)Sc1nc2c(c(=O)[nH]c(=O)n2C)n1C/C=C(/C)Cl (stereo not drawn)	-2	-1	-3	2	3	14	-3	9	8
Brc1ccc(OCCOCCOc2cccc3cccnc23)cc1	0	8	0	1	-12	-2	-5	1	-5
NS(=O)(=O)c1ccc(N2CCN(S(=O)(=O)Cc3ccccc3)CC2)nc1	·	-3	·	-3	·	16	·	·	8
CC(=O)c1c(C)[nH]c(C(=O)OCc2ccccc2)c1C	-1	4	0	-1	-6	-5	-6	2	-2
CCN(CC)S(=O)(=O)c1ccc2[nH]c(=O)cc(C(=O)Nc3ccc(C)c(S(=O)(=O)N(CC)CC)c3)c2c1	-15	-9	-13	2	-6	-18	9	-11	-12
Cc1noc(C)c1COc1cccc(C(=O)NC(C)(C)C)c1	-2	-1	-6	-4	0	-3	-15	3	1
COCCN(CC(=O)Nc1ccccc1C(F)(F)F)C(=O)/C=C/c1cc(Cl)c2c(c1)OCO2	-3	-7	-3	-1	-3	-3	·	·	-2

Laid out differently: entries from further up
O=C(Nc1ccc(Cl)c(Cl)c1)Nc1nccs1
  LYPLA1 inh: -37 | PAFAH2 FP inh: -16 | LYPLA2 inh: -45 | PAD4 inh: -9 | ZTA DNA inh: -1 | PREPL inh: -12 | EBNA-1 inh: -8 | GSTO1 inh: -78 | PAFAH1B3 inh: -5
O=C(O)C1C2C=CC(C2)C1C(=O)Nc1ccccc1Br (stereo not drawn)
  LYPLA1 inh: -4 | PAFAH2 FP inh: 2 | LYPLA2 inh: -1 | PAD4 inh: 1 | ZTA DNA inh: 4 | PREPL inh: 0 | EBNA-1 inh: -8 | GSTO1 inh: 2 | PAFAH1B3 inh: 7
COc1ccc(C(=O)NCC(=O)N2CCc3ccccc3C2)cc1
  LYPLA1 inh: 4 | PAFAH2 FP inh: -1 | LYPLA2 inh: 14 | PAD4 inh: 4 | ZTA DNA inh: -11 | PREPL inh: 9 | EBNA-1 inh: -5 | GSTO1 inh: -7 | PAFAH1B3 inh: 4

(further entries)
SMILES	LYPLA1 inh	PAFAH2 FP inh	LYPLA2 inh	PAD4 inh	ZTA DNA inh	PREPL inh	EBNA-1 inh	GSTO1 inh	PAFAH1B3 inh
Cc1nc2c3cc(Cl)ccc3n(CCN3CCCCC3)c2s1	0	8	5	-3	-4	17	-4	-3	9
COc1ccccc1C(=O)NCCC(=O)NCc1ccccn1	0	0	4	4	2	5	·	·	7
CCSc1ccccc1C(=O)Nc1cccc(OC)c1	0	8	8	-3	7	6	0	0	10
COc1ccc(C(=O)Nc2ccccc2C(=O)NCc2ccco2)cc1OC	-1	-1	-2	-7	28	0	16	-7	6
COc1cc(C(=O)OCC(C)=O)cc(NC(=O)c2ccco2)c1OC	-1	-3	5	1	6	9	5	-3	2
c1ccc(Nc2nc(-c3ccncc3)cs2)nc1	4	3	15	3	5	9	4	0	2
CCNC(=O)/C(=C/c1ccco1)NC(=O)/C=C/c1ccccc1	-2	2	-7	-3	-5	18	-15	9	-1
CCOC(=O)Cc1csc(NC(=O)c2cc(OC)cc(OC)c2)n1	0	7	-3	-1	0	-1	-6	0	6
CCCC(=O)Nn1cnc2c(c1=O)C1(CCCC1)Cc1ccccc1-2	-2	2	-6	5	4	2	2	2	11
COc1ccc(-c2nc(O)c3cnccn23)cc1	-1	11	-4	-5	-1	7	-2	-2	8
FC(F)(F)c1cc(-c2ccccc2)nc(-n2cc(Cl)cn2)n1	-4	-1	-5	-2	-1	-1	-13	-9	9
COc1ccc(NCc2nnc(SCC(=O)NNC(=O)c3ccc(C)cc3)n2C)cc1	1	0	9	-4	2	3	-7	-4	-2
CCOc1ccc2cc(C#N)c(SCC(=O)N3CCC(C)CC3)nc2c1	2	0	5	-2	-1	3	-1	2	-1
NC(=O)NOCc1c(Cl)cccc1Cl	2	6	3	0	3	2	-8	-4	12
O=C(NCCc1nnc2ccc(NCc3ccccc3Cl)nn12)c1ccccc1	0	4	-6	-1	4	-25	10	1	2
Cc1ccc(C)c(NS(=O)(=O)c2cc(Br)cnc2N)c1	2	4	2	-2	15	-3	2	4	5
COc1ccc(NC(=O)NCCCN2CCCC2=O)c(OC)c1	3	0	1	-2	4	3	7	4	1
O=C(Nc1nn[nH]n1)C12CC3CC(CC(C3)C1)C2	-3	-2	-3	-1	3	-3	-2	8	6
CC(C(=O)N1CCOCCOCCOCC1)N1C(=O)c2ccccc2C1=O (stereo not drawn)	-2	2	1	-3	14	1	4	4	7
Cc1ccc(S(=O)(=O)N2CCCC(C(=O)NCCc3ccc(S(N)(=O)=O)cc3)C2)cc1 (stereo not drawn)	-2	-7	-4	3	-15	9	-5	7	3
Cc1ccccc1NC(=O)C1CCCN1S(=O)(=O)c1cccc2cccnc12 (stereo not drawn)	1	-6	-4	6	-11	10	1	10	0
O=C(NC(=S)Nc1ccc2c(c1)OCCO2)c1ccco1	6	1	11	0	-1	15	0	-3	6
COc1ccc(N2CCN(C(=O)Cn3c(=O)[nH]c4ccccc4c3=O)CC2)cc1	-1	·	2	-7	-1	11	0	9	·
CCN(CCNC(=O)CN(C)S(=O)(=O)c1cccc2nsnc12)c1ccccc1	-2	0	-2	2	-10	21	-10	2	13
N#CCC(=O)Nc1ccc(C(=O)Nc2cccnc2)cc1	-6	-1	-7	-2	-10	13	2	-3	-4
CSc1nc(N)nc2c1ncn2CC(=O)NCCCc1ccccc1	·	-1	·	-2	·	15	·	·	9
CSC1=NC2(C)CCCCC2C12C=CC(=O)C=C2 (stereo not drawn)	0	0	2	3	-7	6	-1	16	0

Assay outcomes: PubChem BioAssay, The Scripps Research Institute Molecular Screening Center
